GPR55 activation – GPR55 agonists via beta-arrestin recruitment, primary screen, imaging, U2OS cells, beta-arrestin-GFP redistribution (AID 1961); G-protein coupled receptor 55 (Homo sapiens); U2OS GPR55 beta-arrestin-GFP redistribution imaging; higher % means a stronger effect; activation, % at 10 µM; hits with a dose series show EC50 in µM; hit rate 0.048% among 290,000;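 active = activation above 40% with more than 50 cells counted in the well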;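 note: U2OS osteosarcoma cells stably expressing GPR55 and beta-arrestin-GFP; plate controls were DMSO negative control for no effect and LPI positive control for full effect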
GPR55 LPI antagonism – GPR55 antagonists blocking LPI-driven arrestin recruitment, primary screen, imaging, U2OS, beta-arrestin-GFP, LPI agonist (AID 2013) | hit rate 0.13% among 290,000 | G-protein coupled receptor 55 (Homo sapiens) | one-dose inhibition, % at 10 µM; IC50 in µM for titrated hits | U2OS GPR55 beta-arrestin-GFP translocation imaging, LPI antagonism; higher % means a stronger effect;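 active = spots per cell inhibited over 60%, with over 100 cells counted and total cytoplasm intensity under 500,000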;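 note: U2OS cells stably carrying GPR55 and arrestin-GFP stimulated by 5 µM LPI near EC80; imaged beta-arrestin-GFP aggregate spots per cell after agonist stimulation; plate controls were LPI-stimulated DMSO wells for no effect and DMSO wells without LPI for full effect; some results filed as inactive read as strong as hits; confirmed hits need IC50 under 10 µM and bright autofluorescent wells are also inconclusive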
KOR beta-arrestin-1 – KOR antagonists, beta-arrestin recruitment, cell-based, luminescence, uHTS (AID 1778); Kappa-type opioid receptor (Homo sapiens); KOR beta-arrestin recruitment, luminescence, antagonist mode; higher % means a stronger effect; one-dose inhibition, % at 10 µM; IC50 in µM for titrated hits; hit rate 0.091% among 290,000; in the data active = inhibition above about 50%; note: strong numbers were not always called active
KOR beta-arrestin-2 – KOR agonists, beta-arrestin recruitment, primary screen, cell-based, luminescence, uHTS (AID 1777). Kappa-type opioid receptor (Homo sapiens). KOR beta-arrestin recruitment, luminescence; higher % means a stronger effect. one-dose activation, % at 10 µM; EC50 in µM for titrated hits. hit rate 0.02% among 280,000; in the data active = activation above about 50%, passing the limit was not always enough; note: a part of the inactive calls stands beside numbers as strong as those of hits
NTR1 ag – agonists of NTR1, primary screen, imaging, U2OS cells, beta-arrestin-GFP, high content (AID 493036) | hit rate 0.17% among 330,000 | NTR1-U2OS beta-arrestin-GFP spot imaging, agonist mode | activation, % at 20 µM;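 active = activation at or above 40% of the spot to cytoplasm intensity ratio, with at least 20 cells analyzed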;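 note: 0% = DMSO without peptide and 100% = 100 nM NTR1 peptide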
Target sequence (P30989 whole entry, looked up): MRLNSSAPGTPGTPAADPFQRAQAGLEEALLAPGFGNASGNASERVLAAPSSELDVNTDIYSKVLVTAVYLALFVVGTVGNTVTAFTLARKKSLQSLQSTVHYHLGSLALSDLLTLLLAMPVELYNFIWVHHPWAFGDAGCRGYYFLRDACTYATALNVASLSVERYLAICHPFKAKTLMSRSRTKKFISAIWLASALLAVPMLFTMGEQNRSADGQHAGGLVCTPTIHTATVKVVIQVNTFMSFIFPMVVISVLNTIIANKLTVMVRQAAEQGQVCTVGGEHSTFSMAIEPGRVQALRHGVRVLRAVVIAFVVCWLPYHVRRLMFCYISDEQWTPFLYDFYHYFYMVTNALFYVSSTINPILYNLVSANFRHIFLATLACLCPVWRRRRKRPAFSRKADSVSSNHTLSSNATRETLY
MgcRacGAP inhibition – MgcRacGAP GTPase-activating activity inhibitors, confirmation, biochemical, ADP Hunter fluorescence. inhibition, % at 30 µM, or IC50 in µM where a hit was titrated. Rac GTPase-activating protein 1 (Homo sapiens). hit rate 0.6% among 340,000. MgcRacGAP-stimulated Rac1 GTP hydrolysis, ADP Hunter fluorescence; higher % means a stronger effect; GST-tagged Rac1 F28L mutant substrate;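 active = first-screen hits whose inhibition reached a set limit at any dose in the follow-up dose series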;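 note: fluorescence reports GDP produced by GAP-driven GTP hydrolysis; strong numbers were not always called active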
K1F lysis inhibition – inhibition of K1F phage lysis, E. coli UTI89, bacterial capsule biogenesis inhibitors, alamar blue (AID 488966); E. coli UTI89 K1F phage lysis, alamar blue, 2 h; higher % means a stronger effect; inhibition, % at 100 µM, or IC50 in µM where a hit was titrated; hit rate 0.02% among 340,000;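 active = phage lysis inhibition, versus mean bacterial control, above a set limit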;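 note: capsule biogenesis inhibitors block K1F phage lysis so surviving cells raise fluorescence; higher fluorescence means more inhibition of phage lysis; actives were called in the ten point dose series up to 300 µM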
GPR35 antagonists – GPR35 antagonists blocking zaprinast-driven arrestin recruitment, primary screen, imaging, U2OS, beta-arrestin-GFP, zaprinast agonist (AID 2058). G-protein coupled receptor 35 (Homo sapiens). U2OS GPR35 beta-arrestin-GFP translocation imaging, zaprinast antagonism; higher % means a stronger effect. inhibition, % at 10 µM, or IC50 in µM where a hit was titrated. hit rate 0.052% among 290,000;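 active = inhibition of at least 50% with at least 30 cells and total cytoplasm GFP at most 10,000,000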
NOD1 inhibition – NOD1 signaling inhibitors, primary screen, cell-based, luminescence, uHTS (AID 1578); NOD1-driven NF-kB luciferase reporter cells, luminescence; higher % means a stronger effect; one-dose inhibition, % at 4 µM; EC50 in µM for titrated hits; hit rate 1% among 290,000; in the data active = inhibition mostly above about 36%, no sharp cut-off; inactive = mostly below about 34%;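 note: HEK-293T reporter cells stimulated with the NOD1 agonist gamma-tri-DAP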
NTR1 ag cell count 20 µM – further read-out of NTR1 ag, marked with its call; cell count; measured here: cell count, cytotoxicity flag
* marks the source's active call; other numbers are inactive results; · = not tested or not shown; [ ] = remark or other dose.

compound	GPR55 activation	GPR55 LPI antagonism	KOR beta-arrestin-1	KOR beta-arrestin-2	NTR1 ag	NTR1 ag cell count 20 µM	MgcRacGAP inhibition	K1F lysis inhibition	GPR35 antagonists	NOD1 inhibition
CCN(Cc1cc(OC)c(OC)c(OC)c1)C(=S)Nc1cccc(SC)c1	0.2%	9%	22%	-4.8%	0.9	40	8%	0.9%	-7%	-8%
Cc1ccc(/C=N/NC(=O)CCSc2ccccc2)cc1	-0.2%	-6%	-12%	3.7%	-0.6	90	11%	0.2%	-4%	-14%
O=C1/C(=C/c2ccc(O)cc2)COc2ccccc21	0.1%	-1%	-24%	0.4%	2.4	69	11%	-0.1%	-3%	-6%
Cc1cc(N)n2nc(C)c(-c3ccc(Cl)cc3)c2n1	0.0%	12%	-49%[20 µM]	1.1%	4.3	41	4%	0.7%	-4%	18%
O=c1oc2cc([N+](=O)[O-])ccc2nc1/C=C(O)/C=C/c1ccccc1	0.3%	2%	47%	·	0.4	72	·	·	4%	6%
Cc1cccc(NC(=O)NC2CC(=O)N(c3ccc4c(c3)OCCO4)C2)n1 (stereo not drawn)	-1.0%	6%	16%	-4.5%	4.2	69	4%	0.1%	-6%	-18%
CCn1c(O)c(/C=N/NC(=O)c2ccncc2)c(=O)n(CC)c1=S	-0.5%	11%	0%	2.1%	·	·	-16%	-0.1%	1%	-27%
COc1cccc(NC(=O)COC(=O)CC(NC(N)=O)c2ccc(Cl)cc2)c1 (stereo not drawn)	-0.1%	-14%	14%	0.4%	-1.9	64	11%	0.2%	-11%	-5%
O=C1OC(Cc2ccccn2)C(=O)C1=C1SCCS1 (stereo not drawn)	-0.3%	10%	-7%	1.4%	0.1	58	3%	0.3%	-5%	-31%
COc1cc(C2=NC(CO)(CO)CO2)cc(OC)c1OC	-0.2%	15%	-29%	3.7%	-0.2	53	11%	-2.1%	1%	-28%
CCOc1cc2c3c(c1)C1(OCCO1)C(=O)N3C(C)(C)CC2C (stereo not drawn)	-0.2%	-3%	25%	0.1%	1.6	48	10%	0.1%	12%	-19%
Cc1ccc(C(=O)COC(=O)C(C)N2C(=O)C3C4C=CC(C4)C3C2=O)cc1C (stereo not drawn)	0.2%	-3%	10%	-1.6%	-0.8	47	11%	-0.3%	-10%	-17%
COc1ccccc1N1CCN(Cc2ccc(Br)o2)CC1	-0.1%	18%	-19%	-3.9%	-0.5	86	30%	-0.1%	-3%	21%
COc1ccccc1P(=O)(c1ccccc1)c1ccccc1NC(C)=O (stereo not drawn)	0.0%	-20%	-5%	3.9%	0.7	42	11%	0.4%	-6%	0%
COC(=O)[C@@H]1C[C@@]2(O)[C@H](O)[C@H](O)[C@H](O)C[C@H]2N1Cc1ccccc1OS(=O)(=O)c1ccc(C)cc1	0.4%	10%	3%	-1.6%	-5.3	91	8%	-0.1%	-1%	-1%
CN(C)c1ccc(NC(=O)C2C3C=CC(C3)C2C(=O)O)cc1 (stereo not drawn)	0.0%	-12%	-4%	4.6%	-0.1	68	·	-1.3%[50 µM]	10%	-11%
Cc1ccccc1N(CC(=O)NC1CCCC1)C(=O)C1(C)CC(=O)N=C2C=CC(Cl)=CN21 (stereo not drawn)	-0.1%	8%	-20%	-4.8%	-1.7	46	-1%	-0.4%	0%	-6%
Cc1cc(C)cc(N2C(=O)N(c3ccccc3C)C3CS(=O)(=O)CC32)c1 (stereo not drawn)	0.0%	-5%	-14%	-2.3%	-0.1	63	10%	3.3%	-9%	-14%
CCn1cc(C(=O)O)c(=O)c2cc(F)c(N3CCN(C(=S)NC(=O)c4ccc(F)c(F)c4)CC3)cc21	-0.2%	6%	10%[20 µM]	-1.1%	-0.6	29	-41%	0.8%	7%	24%
COc1ccc(C(=O)N[C@H](C(=O)NCc2ccco2)C(C)C)cc1	-0.4%	10%	3%	-1.7%	-1.4	46	11%	0.1%	-11%	-49%

Fetched by structure from above, four records:
compound	GPR55 activation	GPR55 LPI antagonism	KOR beta-arrestin-1	KOR beta-arrestin-2	NTR1 ag	NTR1 ag cell count 20 µM	MgcRacGAP inhibition	K1F lysis inhibition	GPR35 antagonists	NOD1 inhibition
Cc1ccc(/C=N/NC(=O)CCSc2ccccc2)cc1	-0.2%	-6%	-12%	3.7%	-0.6	90	11%	0.2%	-4%	-14%
O=C1OC(Cc2ccccn2)C(=O)C1=C1SCCS1 (stereo not drawn)	-0.3%	10%	-7%	1.4%	0.1	58	3%	0.3%	-5%	-31%
CCN(Cc1cc(OC)c(OC)c(OC)c1)C(=S)Nc1cccc(SC)c1	0.2%	9%	22%	-4.8%	0.9	40	8%	0.9%	-7%	-8%
Cc1cc(C)cc(N2C(=O)N(c3ccccc3C)C3CS(=O)(=O)CC32)c1 (stereo not drawn)	0.0%	-5%	-14%	-2.3%	-0.1	63	10%	3.3%	-9%	-14%

Next records
compound	GPR55 activation	GPR55 LPI antagonism	KOR beta-arrestin-1	KOR beta-arrestin-2	NTR1 ag	NTR1 ag cell count 20 µM	MgcRacGAP inhibition	K1F lysis inhibition	GPR35 antagonists	NOD1 inhibition
Cc1cc(C(=O)NCCc2ccccc2)ccc1[N+](=O)[O-]	-0.4%	4%	41%	-1.8%	-0.6	50	6%	0.4%[50 µM]	-2%	-42%
Fc1ccc(C2=CC(c3ccco3)n3ncnc3N2)cc1 (stereo not drawn)	-0.4%	-4%	·	2.6%	0.3	38	6%	8.8%	-4%	-20%
CCCN1C2CCCC1CC(NC(=O)c1cccc([N+](=O)[O-])c1)C2 (stereo not drawn)	-0.1%	4%	-15%	5.7%	-1.1	105	·	0.2%	1%	0%
COc1ccc(OC)c(NC(=O)C2CCCN2C(=O)C2CCC(C)CC2)c1 (stereo not drawn)	-0.2%	9%	19%	4.1%	0.3	63	10%	6.3%	-4%	10%
CCc1nc(SCC(=O)Nc2cc(C)on2)c2c(=O)n(C)c(=O)n(C)c2n1	-0.1%	6%	-23%	-1.9%	0.5	71	2%	0.0%	-17%	-30%
O=C(CCCN1C(=O)/C(=C\c2cccs2)SC1=S)NNC(=O)c1ccncc1	-0.3%	7%	-9%	-4.4%	4.4	38	7%	0.1%	4%	-17%
CCOC(=O)c1sc(NC(=O)Nc2ccccc2)cc1C	-0.1%	10%	31%	-1.1%	3.6	58	11%	11%	15%	10%
O=C(CNC(=O)c1ccco1)OCC(=O)c1ccc(Br)cc1	1.3%	-1%	-35%	12%	0.7	49	1%	0.2%	-1%	51%
O=C(COC(=O)c1ccco1)Nc1ccccc1[N+](=O)[O-]	-1.1%	2%	1%	-1.7%	-0.9	50	12%	0.2%	52%	-5%
O=C(Nn1c(-c2ccc(F)cc2)nc2ccccc2c1=O)c1cccnc1	-0.4%	9%	-14%	-1.4%	0.0	55	6%	-0.3%	-3%	-29%
Cn1c2ccccc2c2nnc(SC3CCOC3=O)nc21 (stereo not drawn)	-0.2%	5%	6%	2.4%	-2.7	88	6%	0.7%	8%	7%
COc1cccc(N(CC(=O)N2CCCC2)S(C)(=O)=O)c1	0.0%	-2%	-36%[20 µM]	-4.8%	-0.7	57	8%	-1.1%	0%	-16%
CCCc1cc(C(=O)Nc2ccc(OC)cc2[N+](=O)[O-])cs1	0.0%	9%	-18%	1.7%	5.4	58	11%	1.4%[50 µM]	3%	-8%
C/C(=N\Nc1ccc([N+](=O)[O-])cc1)c1ccc(N2CCOCC2)cc1	0.3%	-7%	-17%	2.7%	2.5	52	0%	-0.1%	9%	-2%
O=C(COc1ccc(Cl)cc1Cl)NC(=O)N1CCCCC1	-0.1%	-1%	-12%	-1.3%	2.3	35	3%	7.6%	-7%	-8%
CN(C)S(=O)(=O)c1ccc2c(c1)nc(CCC(=O)NCc1ccc(Cl)cc1)n2C	-0.1%	18%	37%	-0.9%	0.0	51	-4%	-2.3%	-9%	-36%
Cc1ccc(S(=O)(=O)c2cc(O)ccc2O)cc1C	-0.4%	1%	-12%	-4.9%	-2.1	102	11%	2.3%	17%	-34%
Cc1ccc(C(=O)O/N=C(\N)c2ccccn2)cc1C	-0.1%	13%	-66%[20 µM]	-1.2%	0.1	61	13%	1.0%	11%	23%
COc1ccc(C(=O)N2CCc3cc(OC)c(OC)cc3C2c2cccc([N+](=O)[O-])c2)cc1 (stereo not drawn)	-0.2%	-14%	-18%	-0.3%	·	·	·	·	-1%	-2%
COc1cccc(Nc2nc(-c3sc(NC(=O)CC(C)C)nc3C)cs2)c1	-0.1%	14%	4%	4.0%	0.5	99	0%	1.6%	-10%	-8%
O=[N+]([O-])C(C1CCS(=O)(=O)C1)C1CCS(=O)(=O)C1 (stereo not drawn)	0.0%	8%	19%	-4.7%	-0.5	45	·	·	3%	-38%
O=C(CSc1nc2ccccc2o1)N1N=C(c2cccs2)CC1c1ccc(F)cc1 (stereo not drawn)	-0.3%	11%	-30%	6.3%	1.5	66	5%	3.2%	17%	30%
CC(=O)N1CCc2cc(S(=O)(=O)CCC(=O)O)ccc21	0.2%	-4%	26%	-3.1%	-0.8	50	7%	0.1%	-4%	-9%
COC(C)(C)[C@H](O)COc1c2ccoc2cc2oc(=O)ccc12	-0.1%	0%	-14%	2.4%	-0.1	52	2%	0.0%	-3%	-24%
Cc1cccc(Cc2cnc(NC(=O)CN3C(=O)/C(=C/c4ccccc4)SC3=S)s2)c1	-0.1%	-5%	-36%	4.2%	-1.6	30	1%	0.5%	-5%	-24%
O=C(C1CCCN1C(=O)c1cccs1)N1CCN(Cc2ccc3c(c2)OCO3)CC1 (stereo not drawn)	-0.3%	-5%	12%	2.1%	-3.0	67	1%	4.0%	6%	-20%
CCN1CCN(C(=O)c2ccc(CS(=O)Cc3ccc(C)cc3)o2)CC1 (stereo not drawn)	-0.3%	5%	-34%	2.5%	2.5	57	-4%	0.2%	-8%	-33%

Bioassay records (PubChem)

Not all compounds are listed; the hit share may differ from the screen's.
